# High-throughput results as filed in PubChem.
# ASM inhibitor: human S-ASM enzyme inhibition; placental ASM, HMU-PC fluorogenic substrate, 60 min; Potency, µM (series often up to 57.5 µM), inactives show at the highest dose activity change, negative = inhibition, usual class: inhibitors; 340,000 compounds, 0.006% hits; AID 504937; also: potency is read from the fitted curve at half-maximal effect
# Target sequence (P17405 47-631 limits assumed): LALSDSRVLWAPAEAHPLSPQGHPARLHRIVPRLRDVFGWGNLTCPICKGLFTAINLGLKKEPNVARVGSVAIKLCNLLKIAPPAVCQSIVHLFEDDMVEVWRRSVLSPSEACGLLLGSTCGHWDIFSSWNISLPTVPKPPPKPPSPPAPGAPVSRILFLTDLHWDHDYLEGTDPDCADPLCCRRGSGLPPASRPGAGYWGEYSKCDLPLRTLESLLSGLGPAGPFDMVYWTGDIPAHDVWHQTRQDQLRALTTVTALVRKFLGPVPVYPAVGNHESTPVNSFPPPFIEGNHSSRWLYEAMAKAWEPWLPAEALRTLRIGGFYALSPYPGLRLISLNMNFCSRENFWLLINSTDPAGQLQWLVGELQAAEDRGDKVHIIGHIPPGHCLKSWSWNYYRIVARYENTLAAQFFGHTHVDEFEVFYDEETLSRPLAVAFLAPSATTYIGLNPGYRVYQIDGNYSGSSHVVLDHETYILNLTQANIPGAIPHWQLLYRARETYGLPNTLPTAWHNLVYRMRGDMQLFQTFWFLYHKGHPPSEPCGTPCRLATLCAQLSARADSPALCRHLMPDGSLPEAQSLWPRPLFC
#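 Fluorescence read-out (Ex 386 nm, Em 447 nm) after stopping the reaction at pH 10. Enzyme: ASM from human placenta; substrate HMU-PC0, 9 uM final; 60 min, 37 °C. Compound preincubation 10 min, ambient temperature.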
# Giardia kill: kills Giardia lamblia | activity change, % at 7.66 µM, hits read low | Giardia lamblia trophozoite viability | AID 540267 | 340,000 compounds, 0.15% hits; in the data active = activity change below about -80%; inconclusive = between about -30% and that limit;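 also: parasites exposed to compound for two days anaerobically before the ATP read; % is scaled to controls: 0 for no effect and ±100 for the full control effect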
#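 ATP-content bioluminescence gauges trophozoite survival. Cells (100/well) receive compound and incubate anaerobically for 48 hrs at 37 deg C; detection reagent follows for 15-30 min at room temperature.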
# Coupling enz: inhibits coupling enzyme system, counter-screen for aldolase hits. coupling enzyme system counterscreen, AmpLite Red fluorescence. activity change, negative = inhibition, % at 58.2 µM, hits read low. 290,000 compounds, 0.67% hits; in the data active = activity change below about -30%; also: % is scaled to controls: 0 for no effect and ±100 for the full control effect
#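 First, compound is pin-transferred into glyceraldehyde-3-phosphate coupling-enzyme reagent at 57.5 uM final and held 10 min at RT. Next, substrate, coupling system and AmpLite Red are added. After 20 min RT, fluorescence (525/598 nm) is read.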
# PKM2 activator: increases activity of human pyruvate kinase M2. P14618. purified PKM2, Kinase-Glo ATP luminescence, activation; response scale: 0% is enzyme alone, no compound. Potency, µM (titrated, usually from 57.5 µM), for the others: top-dose activation, most hits filed as activators. 260,000 compounds, 0.34% hits. AID 1631; also: potency is read from the fitted curve at half-maximal effect; % is scaled to controls: 0 for no effect and ±100 for the full control effect; nearly all actives have a fitted effect of over 55% in size
#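 Purified hPK-M2 (>95% pure) converted ADP (0.1 mM final) to ATP with 0.5 mM PEP in 50 mM imidazole pH7.2, KCl, MgCl2, Tween 20, BSA; 1 h at room temperature. ATP detected by Kinase-Glo luminescence.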
# GALK inhibitor: blocks human galactokinase activity. 270,000 compounds, 0.007% hits. Purified GALK, Kinase-Glo residual ATP luminescence. P51570. Potency, µM (top dose mostly 57.5 µM), for inactives: at the top dose activity change, negative = inhibition, most hits filed as inhibitors. AID 1868; also: potency is read from the fitted curve at half-maximal effect; % is scaled to controls: 0 for no effect and ±100 for the full control effect
#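 5 nM enzyme, 35 uM ATP, 100 uM galactose, 20 mM HEPES pH8.0, 5 mM MgCl2; 1 h RT; residual ATP by Kinase-Glo Plus luminescence, qHTS format.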
# TSG101-PTAP inh: blocks PTAP/TSG101 interaction to inhibit HIV-1 budding. 340,000 tested, under 10 active. AID 493005. Fluorescence polarization, FITC-PTAP peptide / Tsg101 binding. Potency, µM (top dose mostly 115 µM), inactives show top-dose activity change, negative = inhibition, hits mostly inhibitors; active = well fitted inhibition curve with a large enough effect in the main read-out, with a control signal flat, not every such curve was filed as active; inconclusive = small, poorly fitted or top-dose-only effect, or effect the other way, or a change in a side signal; inactive = no such curve, though single readings can be large or run the other way; also: potency is read from the fitted curve at half-maximal effect; % of control where 0% means no effect
#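 Fluorescence anisotropy tracks displacement of a FITC-tagged PTAP peptide (50 nM) from the Tsg101 binding domain (10 uM), following a 20 min room-temperature incubation at pH 7.5.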
# Menin MLL FP TR: inhibitors of human menin-MLL interaction, mutant MLL peptide. 270,000 compounds, 0.23% hits. O00255. Potency, µM (highest dose often 61.6 µM), without a hit: at the highest dose FP activity change, negative = inhibition, hits mostly inhibitors. Menin + Texas Red MLL mutant peptide, fluorescence polarization; active = well fitted inhibition curve with a large enough effect in the polarisation, with a control signal flat, not every such curve was filed as active; inconclusive = small, poorly fitted or top-dose-only effect, or effect the other way, or a change in a side signal; inactive = no such curve, though single readings can be large or run the other way; the % refers to the polarisation; also: potency is read from the fitted curve at half-maximal effect; % of control where 0% means no effect; many of its hits are not listed in these tables
# B2AR arrestin: beta2AR (human) beta-arrestin recruitment activity; Potency, µM (highest dose often 46.1 µM), without a hit: top-dose activation, actives largely listed as activators; beta-arrestin recruitment to beta2AR, cell-based reporter; 330,000 compounds, 0.02% hits;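 also: potency is read from the fitted curve at half-maximal effect; 0% = DMSO controls and full agonism = EC100 isoproterenol or metaproterenol; nearly all actives have a fitted effect of over 65% in size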
# Target sequence (P07550 whole entry, looked up): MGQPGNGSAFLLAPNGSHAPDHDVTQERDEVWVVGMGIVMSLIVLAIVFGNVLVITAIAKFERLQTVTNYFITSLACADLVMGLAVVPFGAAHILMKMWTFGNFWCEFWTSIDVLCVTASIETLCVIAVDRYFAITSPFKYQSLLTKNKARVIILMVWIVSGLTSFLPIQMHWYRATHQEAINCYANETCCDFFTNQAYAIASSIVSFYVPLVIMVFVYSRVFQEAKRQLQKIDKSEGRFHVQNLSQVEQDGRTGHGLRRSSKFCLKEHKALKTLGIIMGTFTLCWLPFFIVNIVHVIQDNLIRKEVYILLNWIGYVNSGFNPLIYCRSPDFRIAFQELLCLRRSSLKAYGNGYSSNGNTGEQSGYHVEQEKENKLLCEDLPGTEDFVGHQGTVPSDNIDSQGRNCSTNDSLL
# a7 integrin act: activators of alpha7 integrin expression for muscular dystrophy. alpha7betagal myoblasts, beta-gal FDG fluorescence, 48 h. 350,000 compounds, 0.064% hits. Potency, µM (top dose mostly 38.3 µM), inactives show at the highest dose activation, usual class: activators;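 also: potency is read from the fitted curve at half-maximal effect; 100% = response of the positive control SU9516; nearly all actives have a fitted effect of over 60% in size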
#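 alpha7betagal+/- myoblasts (passage 13, 250/well) treated 48 h at 37C with compounds at 1:260 dilution of DMSO stock. Lysed, then beta-galactosidase activity read as FDG fluorescence (ex 480/em 540) after 30 min, with pre-read for autofluorescence.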
# Tb PFK inh: T. brucei PFK enzyme inhibition. O15648. T. brucei PFK, ADP-Glo luminescence. Potency, µM (doses to about 57.5 µM), without a hit: at the highest dose activity, negative = inhibition, most hits filed as inhibitors. 330,000 compounds, 0.17% hits. AID 485367;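 also: potency is read from the fitted curve at half-maximal effect; 0% = uninhibited 1x PFK enzyme wells and -100% = no-enzyme wells; nearly all actives have a fitted effect of over 60% in size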
#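 Compounds were pin-transferred as a titration series up to 57 uM into substrate buffer (0.5 mM F6P, 0.1 mM ATP, pH 8.0), then 1.25 nM PFK was added and reactions ran 45 min before ADP-Glo detection.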
# BCR signal inh: inhibitors of chronic active B-cell receptor signaling | ABC-DLBCL IkBa-CBG/CBR reporter, luminescence ratio, 4 h | Potency, µM (series often up to 46.1 µM), for inactives: at the highest dose ratio change, negative = lower green/red ratio, usual class: inhibitors | 340,000 compounds, 0.05% hits | AID 493014; active = well fitted inhibition curve with a large enough effect in the signal ratio, with a control signal flat, not every such curve was filed as active; inconclusive = small, poorly fitted or top-dose-only effect, or effect the other way, or a change in a side signal; the % refers to the signal ratio;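 also: potency is read from the fitted curve at half-maximal effect; plate controls were basal doxycycline-induced cells for no effect and cells given 10 µM MG132 for full effect; MG132 reads +100%, hits lower the ratio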
#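 Doxycycline induced both beetle luciferases in TMD8 lymphoma cells; IKK-driven degradation limits the IkappaBalpha-fused green signal, while red luminescence normalises for cell number and nonspecific effects. Compounds tested up to 46 uM, 4 hrs.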
# Active calls of the source: *; ? = inconclusive; · = not tested or not shown; [ ] = remark or other dose. Unless noted, calls follow the shape of the dose curve; as a rule, active = well fitted curve in the direction sought with a large enough effect; inconclusive = small, poorly fitted or top-dose-only effect, or another doubt; inactive = no such curve, though single readings can be large; an effect the other way counts as inactive or inconclusive. An excerpt; rates above refer to the full screens.
structure	ASM inhibitor	Giardia kill	Coupling enz	PKM2 activator	GALK inhibitor	TSG101-PTAP inh	Menin MLL FP TR	B2AR arrestin	a7 integrin act	Tb PFK inh	BCR signal inh
COc1ccc(NC(=O)c2cc(-c3ccccn3)nc3ccccc23)c(OC)c1	-3%	21	·	·	·	-4%	·	0.4%	4%	2%	2%
COc1ccc(C(=O)COc2ccccc2C#N)cc1	8%	23	0	3%	5%	-2%	·	-0.1%	0%	-4%	?
COc1ccc2c(Cl)c(C(=O)NCCc3ccc(S(N)(=O)=O)cc3)sc2c1	-3%	-12	1	1%	-6%	-4%	?	0.5%	12%	3%	-1%
CC(C)(C)OC(=O)C[C@@H]1C/C=C\C[C@H](CC(=O)NCCO)C(=O)N[C@@H](Cc2ccccc2)COC1=O	0%	-13	·	·	·	-3%	·	-0.3%	8%	0%	-1%
CCOc1ccccc1NC(=O)C1CCCN(C(=O)Nc2ccccc2)C1 (stereo unspecified)	0%	-5	1	-2%	-5%	2%	1%	-0.3%	-14%	0%	-12%
N#C/C(=C\c1ccncc1)c1nc2ccccc2[nH]1	23%	0	-4	·	0%	0%	0%	-0.2%	-12%	0%	?
O=C(COc1cccc(F)c1)NNC(=O)Cc1ccc(Br)cc1	-3%	25	·	·	·	-1%	·	0.0%	-10%	0%	4%
O=C(CCCCCNC(=O)N1CCn2c1nc1ccccc12)NCCc1ccccc1	3%	-12	7	7%	15%	-6%	?	0.2%	16%	-1%	0%
COc1ccc(-c2noc(N3CCC(C(=O)Nc4ccc(OC)cc4OC)CC3)n2)cc1	?	-11	-2	-11%	·	-4%	13%	-1.7%	7%	1%	-9%
CCc1ccccc1NC(=S)/N=C(\N)Nc1nc(C)c2cc(C)ccc2n1	16%	-20	-1	-17%	-1%	-1%	-3%	2.4%	-30%	6%	?
CCOC(=O)c1c(C)[nH]c(NC(=O)Nc2c(C)n(C)n(-c3ccccc3)c2=O)c1C	7%	3	1	6%	0%	-4%	7%	0.2%	13%	-6%	7%
CCOC(=O)c1nn(-c2ccccc2F)c2nc(Nc3ccccc3)cc(=O)n12	0%	10	6	-3%	·	4%	2%	10%	-3%	-5%	0%
Cc1ccc(NC(=O)CCC(=O)NNC(=S)Nc2ccc(F)cc2)c(C)c1	-4%	-21	0	2%	-1%	-2%	2%	-0.6%	28%	1%	7%
CCCc1nc2c(=O)[nH]c3ccccc3c2o1	4%	0	4	6%	-1%	-2%	·	-0.5%	-6%	7%	8%
O=C(O)c1cnn2c1C(=O)N(Cc1cccs1)CC2	0%	7	1	-4%	0%	0%	4%	0.1%	-9%	?	-1%
COc1cc(OC)cc(C(=O)N/N=C/c2ccc(OC)c(COc3ccc(F)cc3)c2)c1	-5%	-1	5	-4%	-1%	0%	-2%	-0.1%	-7%	0%[0.46 µM]	10µM*
CC(OC(=O)CCN=C1NS(=O)(=O)c2ccccc21)C(=O)Nc1ccc(F)cc1 (stereo unspecified)	-5%	-6	·	·	·	1%	·	0.2%	-27%	11%	-10%
Cc1ccc(NC(=O)CNc2cccc(C)c2C)c(C)c1	-1%	-5	-6	-1%	1%	-4%	-26%	-0.7%	-14%	-3%	-21%
COc1ccc(N2CCN(C(=O)Cc3ncc(C(F)(F)F)cc3Cl)CC2)cc1	-1%	-11	0	1%	-1%	-4%	-1%	0.2%	2%	-10%	-3%
Cc1ccc(C(=O)Nc2cccnc2)cc1S(=O)(=O)N1CCOCC1	-3%	-2	0	5%	-2%	-1%	0%	0.5%	-2%	-7%	-13%
CCOC(=O)c1c(NC(=O)c2cc(-c3cccc(O)c3)on2)sc(C(C)=O)c1C	-4%	-12	1	-1%	·	1%	?	0.0%	-1%	7%	6%
Cc1cc(NC2CCCC2)n2ncc(-c3ccccc3)c2n1	15%	-24	-6	·	0%	-1%	81%[activator]	-0.4%	-23%	15%	?
Cc1nnc(NC(=O)CSc2nnc(Cc3cccn3C)n2-c2ccccc2)s1	-2%	-7	8	-4%	2%	-3%	-10%	-0.5%	-2%	4%	-4%
Cc1ccc(NC(=O)CSc2nnc(-c3ccco3)o2)c(C)c1	3%	19	0	-1%	1%	-8%	4%	0.0%	13%	2%	5%
Cc1sc2ncnc(N[C@@H](CCC(=O)O)C(=O)O)c2c1C	1%	1	8	-7%	8%	-3%	7%	0.2%	-1%	1%	0%

# The listing continues:
structure	ASM inhibitor	Giardia kill	Coupling enz	PKM2 activator	GALK inhibitor	TSG101-PTAP inh	Menin MLL FP TR	B2AR arrestin	a7 integrin act	Tb PFK inh	BCR signal inh
CCOc1ccc(CNC(=O)C2CCCN(c3nnc(C)c4c(C)n(-c5ccccc5)nc34)C2)cc1 (stereo unspecified)	21%	2	5	-1%	-1%	-2%	-6%	-0.4%	-45%[inhibitor]	0%	11%
CCOC(=O)N1CCN(C2CCCN(C(=O)c3ccccc3C(F)(F)F)C2)CC1 (stereo unspecified)	3%	2	3	0%	-6%	-1%	-7%	0.3%	7%	6%	1%
O=C(CSc1nnc(CN2CCCCCC2=O)n1-c1ccccn1)NCC(F)(F)F	-2%	-17	6	-11%	-1%	-4%	-1%	0.4%	2%	-13%	-1%
COc1ccc(NS(=O)(=O)c2ccc3c(c2)oc(=O)n3C)cc1Cl	-1%	12	4	·	0%	-9%	24%	0.5%	7%	8%	-1%
CCN1CCN(CC(=O)Nc2nc3ccc(C)cc3s2)CC1	0%	3	1	0%[11.5 µM]	-6%	-5%	1%	-0.9%	-36%	2%	0%
Cc1ccc(S(=O)(=O)NNC(=S)NC(=O)c2ccc([N+](=O)[O-])cc2)cc1	5%	-9	0	0%	0%	-4%	13%	0.1%	14%	10%	1%
COc1ccc(-c2csc(Nc3ccccc3)[n+]2CC(O)c2ccc([N+](=O)[O-])cc2)cc1 (stereo unspecified)	-5%	-9	-3	4%	7%	-6%	·	-0.9%	2%	-1%	16%
NC1=NC(=O)C(CC(=O)NCc2ccccc2)S1 (stereo unspecified)	1%	14	2	5%	10%	-3%	-14%	-0.2%	23%	1%	2%
CN1CCC(N(C)C(=O)c2cccc(S(=O)(=O)N3CCOCC3)c2)CC1	6%	-3	·	·	·	-6%	·	-0.1%	-5%	1%	1%
C/C(=N\NC(=O)c1c[nH]c2ccccc12)c1ccc2c(c1)OCO2	-2%	-21	1	0%	-5%	-5%	-16%	0.1%	?	-6%	?
Cc1ccc(C(=O)NN2C(=O)/C(=C/c3cccn3C)SC2=S)cc1	?	1	2	-2%	-4%	?	-11%	-0.2%	29%	0%	?
Cc1ccc2c(C)c(C(=O)N3CCN(Cc4ccccn4)CC3)oc2c1C	0%	-21	·	-8%	-5%	-1%	·	0.1%	-30%	1%	-22%
CC(=O)c1cccc(OCc2cc(C(=O)NCCC3=CCCCC3)no2)c1	-4%	-26	·	·	-5%	-1%	·	-1.7%	18%	3%	1%
CCN(CC)CCNC(=O)c1cc([N+](=O)[O-])c(N(C)C)cc1OC	-3%	-28	7	-6%	7%	-1%	·	-0.5%	1%	-1%	?
O=C(/C=C/c1ccco1)NCC(=O)N/N=C/c1ccc(Cl)cc1	-1%	-24	0	-32%	0%	0%	14%	0.0%	19%	0%	3%
COCCSc1ccccc1C(=O)Nc1cc(C)on1	3%	-5	-14	32µM*	0%	-6%	-7%	0.0%	2%	-10%	?
CNC(=S)NNC(=O)c1sc(-c2cc(C)on2)nc1C	11%	5	0	4%	2%	1%	·	0.7%	11%	4%	7%
CCCn1nc(NC(=O)c2ccccn2)c2cc3cc(C)ccc3nc21	491%[activator]	-20	-4	-22%	-4%	-2%	-18%	-0.2%	-7%	-3%	?
C/C(=N\NC(=O)c1c(Cl)c(C)nn1C)c1ccc(NC(=O)C2CCC2)cc1	19%	-9	·	?	4%	-2%	·	7.9%	-14%	-7%	-29%
CN1CCN(NC(=S)Nc2ccc(Oc3ccccc3)cc2)CC1	2%	-30	4	-1%	7%	-2%	-14%	-0.2%	-31%	1%	?
CCOC(=O)C1=C(C)c2ccccc2OC1(C(=O)OCC)C(C)C (stereo unspecified)	-7%	-11	-9	·	·	-3%	?	-0.4%	-1%	4%	1%
